procasp7 counter: counter-screen: procaspase-7 (human) activation | P55210 | recombinant procaspase-7, Ac-DEVD-pNA absorbance 405 nm; D23A/D198A/D206A triple mutant, cannot self-cleave; scale: DMSO 0, 5 µM enzyme 100 | activation, % at 8.5 µM | actives 0.093% (n = 330,000) | AID 463210;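 active means percent activation above the screen-wide mean plus 3 SD, cut at about 25% in these data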
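System: Uncleavable procaspase-7 mutant enzyme; Amount: 2 µM procaspase-7 mutant as dispensed; Schedule: 1 h compound preincubation, 2 h substrate cleavage, 25 °C; Measured by: 405 nm absorbance of p-nitroaniline; Evaluation: percent activation from buffer-corrected 0–120 min absorbance change; Control set: low DMSO alone, high DMSO plus 5 µM PC-7.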
RPL19A-GFP yeast: modulators of TOR pathway RPL19A-GFP in S. cerevisiae. percent response vs DMSO, % at 10 µM. actives 0.3% (n = 330,000). AID 2025. S. cerevisiae RPL19A-GFP strain, flow cytometry, 3 h; active compounds read low;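 active means percent response vs DMSO below 50%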;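 further: median channel GFP fluorescence of the barcoded RPL19A-GFP strain; ratio of sample median GFP to plate DMSO average so 100% = DMSO; lower means less RPL19A-GFP as with rapamycin TOR inhibition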
Yeast superoxide: yeast age-related superoxide inhibition as caloric restriction mimetic; S. cerevisiae aged cells, superoxide DHE fluorescence; active compounds read low; superoxide response (% of plate mean), % at 10 µM; actives 0.18% (n = 330,000); AID 2690;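 active means superoxide response under a set limit, about three screen SD below normal, cut at about 65% in these data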;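 further: yeast aged for seven days with compound at 30 °C before DHE staining; 100% = average MFI of all compound-treated wells on the plate with controls excluded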
JMJD2C inh: human JMJD2C demethylase inhibition. Q9H3R0. GST-JMJD2C(1-420) H3K9me3 demethylation, DELFIA europium. inhibition, % at 2.35 µM. actives 0.069% (n = 330,000). AID 2099;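 active means more than half of a compound's replicate wells show inhibition beyond 50%, single wells judged on their own value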;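 further: signal counts dimethyl H3K9 product captured on neutravidin plate; 0% = median of DMSO wells and 100% = 0.3 times that DMSO median; strong numbers were not always called active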
proCasp3 act: activators of human procaspase-3; recombinant procaspase-3 D3A, Ac-DEVD-pNA absorbance 405 nm; activation, % at 8.5 µM; actives 0.11% (n = 330,000);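 active means activation above the mean of all tested compounds plus 3 SD, cut at about 21% in these data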;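 further: 0% = DMSO alone and 100% = DMSO wells spiked with extra 5 µM PC-3 D3A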
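System: Procaspase-3 D3A mutant. Medium: Zinc-free 300 mM NaCl, 50 mM HEPES, 0.01% Triton X-100. Schedule: 1 h preincubation plus 2 h reaction at 25 °C. Measured by: 405 nm absorbance of p-nitroaniline, reads at 0 and 120 min. Read-out: percent activation relative to control range.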
AHR act: human AHR activation | P35869 | actives 2.5% (n = 320,000) | AHR-responsive luciferase reporter cells, luminescence | activation, % at 5 µM | AID 2796; in the data active means activation above about 47%;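 further: 0% = vehicle wells and 100% = reference agonist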
Target sequence (P35869 whole entry, looked up): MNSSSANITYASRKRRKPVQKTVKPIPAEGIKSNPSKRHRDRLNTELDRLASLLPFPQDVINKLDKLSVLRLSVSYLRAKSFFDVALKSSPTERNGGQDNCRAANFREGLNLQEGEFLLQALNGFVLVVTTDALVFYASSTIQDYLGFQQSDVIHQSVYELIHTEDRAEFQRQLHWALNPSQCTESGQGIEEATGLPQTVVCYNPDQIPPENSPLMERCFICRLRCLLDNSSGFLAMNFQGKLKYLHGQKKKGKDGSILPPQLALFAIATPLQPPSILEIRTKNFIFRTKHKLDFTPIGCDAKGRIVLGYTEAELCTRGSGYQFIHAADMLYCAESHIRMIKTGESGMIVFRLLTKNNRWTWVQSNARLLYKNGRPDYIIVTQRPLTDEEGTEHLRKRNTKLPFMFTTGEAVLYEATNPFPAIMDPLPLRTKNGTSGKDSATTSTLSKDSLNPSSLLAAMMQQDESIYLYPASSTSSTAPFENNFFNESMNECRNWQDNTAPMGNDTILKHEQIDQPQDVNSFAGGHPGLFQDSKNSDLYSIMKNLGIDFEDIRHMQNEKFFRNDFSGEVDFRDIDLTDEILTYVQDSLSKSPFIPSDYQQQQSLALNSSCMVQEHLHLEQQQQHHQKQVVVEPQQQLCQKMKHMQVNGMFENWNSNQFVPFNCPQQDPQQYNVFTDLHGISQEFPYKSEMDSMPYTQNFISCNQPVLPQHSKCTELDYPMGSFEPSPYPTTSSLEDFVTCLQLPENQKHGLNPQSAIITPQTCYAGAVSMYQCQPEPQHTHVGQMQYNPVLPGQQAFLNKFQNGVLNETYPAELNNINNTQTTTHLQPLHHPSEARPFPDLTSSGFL
LAP4 TOR yeast: yeast TOR pathway LAP4-GFP modulation. AID 2023. S. cerevisiae LAP4-GFP multiplex, flow cytometry GFP, 3 h; median GFP as percent of DMSO wells. actives 0.34% (n = 320,000). GFP response vs DMSO, % at 10 µM;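 active means GFP response vs DMSO above a set limit, about the screen mean plus 3 SD, cut at about 150% in these data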
MEP2-GFP yeast: yeast TOR pathway MEP2-GFP modulation; S. cerevisiae MEP2-GFP strain, flow cytometry GFP, 3 h; 100% = DMSO control level; GFP response vs DMSO, % at 10 µM; actives 0.51% (n = 330,000); AID 2016;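 active means GFP response versus DMSO above a set limit, roughly screen mean plus 3 SD, cut at about 180% in these data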;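 further: median GFP fluorescence of the barcode-gated MEP2-GFP cells per well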
An asterisk follows results filed as active; . = no result given.

#1 Cc1ccc(N(CC(=O)NC2CCCC2)C(=O)CCCC(=O)Nc2ccccn2)cc1C
#2 Cc1ccc(Cl)c(OCC(=O)Nc2ccccc2N2CCCCC2)c1
#3 O=C1Nc2ccc(Br)cc2C1=Nc1ccc(-c2nnc3n2CCCCC3)cc1
#4 CCN1C(=O)C(O)(C2COC(C)(C)CC2=O)c2ccccc21 (stereo not drawn)
#5 Cn1nc(C(F)(F)F)c(-c2ccc(F)cc2)c1NC(=O)c1cccnc1
#6 COc1ccc(/C=N/N2CCN(C)CC2)cc1O
#7 CCCn1c(SCC(=O)NC2CCCCC2)nnc1-c1ccco1
#8 CCOC(=O)CSc1nnc(COc2cccc(C)c2)o1
entry no.	1	2	3	4	5	6	7	8
procasp7 counter	10	3	-11	2	8	12	9	2
RPL19A-GFP yeast	97	98	101	96	92	.	102	94
Yeast superoxide	90	100	75	113	106	96	109	90
JMJD2C inh	-24	4	7	-32	2	4	-2	-30
proCasp3 act	11	6	-2	8	1	8	11	5
AHR act	0	6	17	3	0	5	-8	32
LAP4 TOR yeast	98	109	103	90	98	80	98	105
MEP2-GFP yeast	96	97	111	96	89	92	103	101

#9 CS(=O)(=O)N1CCC(C(=O)N2CCN(c3cccc(Cl)c3)CC2)CC1
#10 CCO[C@H]1OC(C(=O)N2CCN(C)CC2)=C[C@@H](C(C)(C)C)[C@@H]1CCCO
#11 Cc1ccc(C)c(NC(=O)COc2coc(CN3CCc4ccccc43)cc2=O)c1
#12 Cc1cc(NC(=O)C2CCCN(S(=O)(=O)c3c(C)noc3C)C2)n[nH]1 (stereo not drawn)
#13 Cc1cc(C)cc(CC2CC(=O)N(c3nc(C)cc(C)n3)C2=O)c1 (stereo not drawn)
#14 O=C1N/C(=N/Nc2ccccc2)S/C1=C\c1ccccc1
#15 CCN(CC(=O)Nc1ccc2c(c1)OCCO2)CC(=O)Nc1ccc(C)c([N+](=O)[O-])c1
#16 CCc1ccc(Nc2n[n+](-c3ccccc3)c(/C=C/c3ccccc3)s2)cc1
entry no.	9	10	11	12	13	14	15	16
procasp7 counter	5	-4	4	-3	4	-17	6	-14
RPL19A-GFP yeast	98	97	98	100	94	96	98	100
Yeast superoxide	94	93	96	111	120	82	122	92
JMJD2C inh	-1	-5	10	-6	96	10	0	-2
proCasp3 act	6	6	-1	4	-3	-7	6	-4
AHR act	2	1	17	16	1	15	19	-1
LAP4 TOR yeast	100	131	100	100	87	122	111	101
MEP2-GFP yeast	100	94	96	98	91	101	98	108

#17 CCCCOc1ccc(C(=O)Nc2ccc(CN3CCOCC3)cc2)cc1
#18 COCc1cc(C)n(CC(=O)Nc2cccc(C)c2)c(=O)c1C#N
#19 COc1ccc(Cn2c(-c3ccccc3C)nc3c(c(=O)c4ccccc4n3C)c2=O)cc1
#20 COC(=O)c1ccc(NS(=O)(=O)NC(=O)c2c[nH]c3ccccc23)cc1
#21 CSc1ccccc1NC(=O)c1cnc2scc(C)n2c1=O
#22 CC1CCN(C(=O)CN(c2cccc(F)c2)S(C)(=O)=O)CC1
#23 NS(=O)(=O)c1ccc(NC(=S)NNC(=O)c2ccc(Br)o2)cc1
#24 O=C(Cn1nnc2ccccc21)c1ccc(Br)cc1
entry no.	17	18	19	20	21	22	23	24
procasp7 counter	.	6	5	-1	9	-11	-2	11
RPL19A-GFP yeast	97	97	105	103	96	104	104	98
Yeast superoxide	95	116	69	102	92	99	90	102
JMJD2C inh	1	-2	10	-1	1	72	1	4
proCasp3 act	.	-1	9	3	-3	-5	-2	3
AHR act	.	-1	-2	2	65*	1	5	8
LAP4 TOR yeast	96	106	97	94	108	102	98	104
MEP2-GFP yeast	103	108	107	107	118	109	100	104

Compound profiles (already shown). Order of values: procasp7 counter	RPL19A-GFP yeast	Yeast superoxide	JMJD2C inh	proCasp3 act	AHR act	LAP4 TOR yeast	MEP2-GFP yeast
COc1ccc(/C=N/N2CCN(C)CC2)cc1O as listed: 12	.	96	4	8	5	80	92
COC(=O)c1ccc(NS(=O)(=O)NC(=O)c2c[nH]c3ccccc23)cc1 as listed: -1	103	102	-1	3	2	94	107
CCN(CC(=O)Nc1ccc2c(c1)OCCO2)CC(=O)Nc1ccc(C)c([N+](=O)[O-])c1 as listed: 6	98	122	0	6	19	111	98
O=C1N/C(=N/Nc2ccccc2)S/C1=C\c1ccccc1 as listed: -17	96	82	10	-7	15	122	101

The list continues.
#25 Cn1c(=O)c2[nH]c(-c3ccc(S(=O)(=O)O)cc3)nc2n(C)c1=O
#26 COC(=O)C1C/C(=N\NS(=O)(=O)c2ccc(C)cc2)c2sccc2C1 (stereo not drawn)
#27 CC1CCN(S(=O)(=O)c2cccc(-c3nnc(-c4cccnc4)o3)c2)CC1
#28 CCS(=O)(=O)Nc1cc(C(=O)O)ccc1C
#29 Cc1ccc(S(=O)c2ccc(NC(=O)C3CC3)cc2C#N)cc1 (stereo not drawn)
#30 Cc1ccc(S(=O)(=O)Cn2nnnc2C(C(C)C)N2CCc3ccccc3C2)cc1 (stereo not drawn)
#31 COc1ccc(NC(=O)CSc2ccc(-c3cccnc3)nn2)c(OC)c1
#32 CCN(c1ccccc1)S(=O)(=O)c1ccc(C(=O)Oc2ccc(C(C)=O)cc2)cc1
entry no.	25	26	27	28	29	30	31	32
procasp7 counter	2	14	-2	-6	-1	-11	-11	4
RPL19A-GFP yeast	103	103	96	91	93	104	98	102
Yeast superoxide	114	113	122	104	148	99	115	97
JMJD2C inh	1	-12	6	-1	.	11	-4	2
proCasp3 act	-3	5	-5	-7	-2	2	4	-4
AHR act	-3	1	1	0	5	14	10	-2
LAP4 TOR yeast	105	102	100	91	102	107	107	100
MEP2-GFP yeast	91	107	99	98	97	100	97	104

#33 O=C(c1cc(-c2cccnc2)nc2ccccc12)N1CCCc2ccccc21
#34 COc1ccc2oc(=O)c(-c3nc(C)cs3)cc2c1
#35 O=C(Nc1nnc(-c2cccs2)s1)C1CC1
#36 CC(=O)O[C@@H]1[C@H]2[C@@H](C[C@@H](C)[C@@H]3CCC(=O)[C@@]13C)OC(=O)[C@@H]2C
#37 COc1ccc(N=C2C(=O)Nc3ccccc32)cc1
#38 CC1(c2ccc(OC(F)F)cc2)NC(=O)N(CC(=O)Nc2ccccc2)C1=O (stereo not drawn)
#39 Cc1c(C#N)c(N=CN(C)C)c(C(=O)c2ccc(Br)cc2)n1-c1ccccc1
#40 CCOC(=O)c1ccc(NC(=O)c2cccc(S(=O)(=O)N3c4ccccc4CC3C)c2)s1 (stereo not drawn)
entry no.	33	34	35	36	37	38	39	40
procasp7 counter	2	1	-1	6	-16	-2	12	8
RPL19A-GFP yeast	108	98	100	98	101	96	96	94
Yeast superoxide	102	120	99	88	93	99	107	110
JMJD2C inh	-6	-1	53	2	-16	-1	5	-3
proCasp3 act	-1	-4	1	-2	-6	-2	2	-3
AHR act	2	3	40	0	16	3	0	19
LAP4 TOR yeast	91	112	115	103	101	88	88	101
MEP2-GFP yeast	103	108	107	97	100	90	95	89

#41 Cc1[nH]c2ccccc2c1CC#N
#42 NS(=O)(=O)c1cccc(NC(=O)CSc2nnc(C3CC3)n2C2CC2)c1
#43 COc1ccc(NC(=O)COC(=O)/C=C/c2cccs2)c(OC)c1
#44 NC(=O)C1(NC(=O)[C@@H]2CC3(CC(c4cccc(NC(=O)[C@@H]5CCC(=O)N5)c4)=NO3)CN2C(=O)c2ccccc2)CC1 (stereo partly drawn)
#45 Cc1sccc1/C=N/NC(=O)c1ccco1
#46 CCCn1c(SCC(=O)Nc2ccc3c(c2)CCC3)n[nH]c1=O
#47 CCCCN(CC)c1nc(N)c2c(N)nc(OCC)cc2c1C#N
#48 Cc1ccc(C(=O)Nc2ccccc2N2CCN(C(=O)C(C)C)CC2)cc1C
entry no.	41	42	43	44	45	46	47	48
procasp7 counter	7	2	17	3	10	4	-3	-5
RPL19A-GFP yeast	96	97	104	99	98	101	100	104
Yeast superoxide	92	104	94	101	101	111	108	95
JMJD2C inh	22	14	.	-3	1	0	5	7
proCasp3 act	-4	4	-4	8	2	1	-13	1
AHR act	6	-1	-2	-1	27	31	11	17
LAP4 TOR yeast	97	92	111	89	110	91	96	108
MEP2-GFP yeast	92	95	104	92	107	104	109	105

#49 CN(CC(=O)Nc1c(Cl)cccc1Cl)C(=O)c1ccccc1-c1nc2ccccc2s1
#50 Cc1ccc(CN2CCN(Cc3nc4ccccc4nc3C)CC2CCO)cc1 (stereo not drawn)
#51 CC(C)CNC(=S)NC1CC2CCC(C1)N2Cc1ccccc1 (stereo not drawn)
#52 O=C(NC1CCCCC1)C(c1ccncc1)N(C(=O)c1csnn1)c1cccc(F)c1 (stereo not drawn)
#53 O=C(C(=O)N1CCN(c2ccc(F)cc2)CC1)c1c[nH]c2ccccc12
#54 CCN1C(=O)CC(N2CCC(Cc3ccccc3)CC2)C1=O (stereo not drawn)
#55 N#Cc1cccc(NCC(=O)Nc2cccc(S(=O)(=O)N3CCCCC3)c2)c1
#56 CC(C)[C@H](NC(=O)C1CC(=O)N(c2ccc3c(c2)OCCO3)C1)C(=O)NC1CCCC1 (stereo partly drawn)
#57 COc1ccc(-c2cc(C(=O)NCC3CCCO3)c3cc(C(C)C)ccc3n2)cc1 (stereo not drawn)
#58 CCC(C)[C@H](NC(=O)[C@@H]1Cc2c([nH]c3ccccc23)C2c3ccccc3C(=O)N21)C(=O)NCC1CCCO1 (stereo partly drawn)
#59 CC(C)C[C@H](NC(=O)c1[nH]cnc1C(=O)N[C@@H](Cc1ccccc1)C(=O)OC(C)(C)C)C(=O)OC(C)(C)C
entry no.	49	50	51	52	53	54	55	56	57	58	59
procasp7 counter	5	7	5	4	-9	-12	-3	13	-4	-3	1
RPL19A-GFP yeast	98	100	102	104	102	103	104	98	98	99	103
Yeast superoxide	96	101	117	100	108	101	104	101	133	146	74
JMJD2C inh	-4	-3	3	1	2	-5	-1	-9	-6	-14	0
proCasp3 act	1	3	4	-6	2	-9	-2	-1	-4	7	-1
AHR act	19	5	12	1	-5	0	-1	0	6	11	3
LAP4 TOR yeast	110	91	93	108	98	104	113	92	106	103	121
MEP2-GFP yeast	92	98	95	106	114	108	108	95	98	103	102

Gathered by group: the entries above containing a tert-butyl group (2)
#10 CCO[C@H]1OC(C(=O)N2CCN(C)CC2)=C[C@@H](C(C)(C)C)[C@@H]1CCCO
#59 CC(C)C[C@H](NC(=O)c1[nH]cnc1C(=O)N[C@@H](Cc1ccccc1)C(=O)OC(C)(C)C)C(=O)OC(C)(C)C
entry no.	10	59
procasp7 counter	-4	1
RPL19A-GFP yeast	97	103
Yeast superoxide	93	74
JMJD2C inh	-5	0
proCasp3 act	6	-1
AHR act	1	3
LAP4 TOR yeast	131	121
MEP2-GFP yeast	94	102

Screening data: PubChem BioAssay, several laboratories

Compounds as they come; any-hit rate near 3.8%.
